# Screening data: PubChem BioAssay, National Center for Advancing Translational Sciences (NCATS)
# S3 lipid droplet: qHTS Assay for Lipid Storage Modulators in Drosophila S3 Cells; Potency in µM for hits, for the others lipid storage change, negative = inhibition, % at the top dose, mostly 46.1 µM; hit rate 0.64% among 320,000; AID 2685; Drosophila S3 cells, BODIPY lipid droplet fluorescence, 18-24 h; cells fed with added oleic acid; active means well fitted inhibition curve with a large enough effect in the signal ratio, with a control signal flat, not every such curve was filed as active; inconclusive means small, poorly fitted or top-dose-only effect, or effect the other way, or a change in a side signal; the % refers to the signal ratio
#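 Laser-scanning cytometry quantifies lipid droplet accumulation (500–530 nm total intensity; droplet/cell object ratio) in oleic acid-fed (400 uM added) Drosophila S3 cells treated with a concentration series. 20 uM Triacsin C defined 100% inhibition.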
# S3 lipid droplet cell count max: recorded beside S3 lipid droplet, whose call it bears; cell number change, %; measured here: cell count max response;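 cells counted by Cell Tracker Red CMTPX staining in the red channel; peak over a dose series mostly up to 46.1 µM; percent activity relative to internal control wells on each plate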
# Numbers without * were called inactive; i = inactive; ? = inconclusive; nt = no result given. On the % scale 0 is the no-effect control and ±100 the full control effect; potency means the concentration at half of the fitted maximal effect. Some of the compounds tested, so the mix of outcomes need not match the whole.
SMILES,S3 lipid droplet,S3 lipid droplet cell count max
CCOc1ccc(CC(=O)NCC2(N3CCCCC3)CCCCC2)cc1,18%,11
O=C(Nc1ccc(S(=O)(=O)Nc2nccs2)cc1)c1cccc(F)c1,?,nt
NC(=O)c1ccc[n+](CC(=O)c2cccc([N+](=O)[O-])c2)c1,?,nt
C[C@H](NC(=O)C(c1ccccc1)c1ccccc1)c1ccccc1,?,nt
CCOCc1nnc(NC(=O)c2ccc(NC(C)=O)cc2)s1,?,nt
N#CCSc1ncnc2ccccc12,?,nt
CCOC(=O)C1CCCN(CC(O)COCc2ccc3c(c2)OCO3)C1 (stereo not given),?,nt
COc1ccc(C2Nc3ccccc3C(=O)N2Cc2ccco2)cc1COc1ccc(F)cc1 (stereo not given),-12%,-5
O=C(CN1C(=O)NC2(CCCC2)C1=O)Nc1cc(Cl)ccc1N1CCCC1,i,nt
CNc1nnc(CSc2nc3ccccc3s2)s1,4%,0
Cc1ccc2nc(N3CCN(C(=O)CCC(=O)O)CC3)nc(-c3ccccc3)c2c1,4%,-1
CC1CCc2c(sc3ncnc(N4CCOCC4)c23)C1 (stereo not given),?,nt
COc1ccc(NC(=O)c2cc(S(=O)(=O)N3CCOCC3)cn2C)cc1Cl,-17%,-8
O=C(N/N=C/c1ccc(N2CCCC2)c([N+](=O)[O-])c1)c1cccnc1,?,nt
CCN(CC)S(=O)(=O)c1ccc(C(=O)Nc2nnc(-c3ccco3)o2)cc1,2%,-13
O=C(Cn1nnc(-c2cccs2)n1)NCc1ccccc1,0%,-10
O=C(c1ccco1)N1CCN(C(=O)c2ccc(CS(=O)c3ccc(Cl)cc3)o2)CC1 (stereo not given),?,nt
O=C(Nc1cccc(C(F)(F)F)c1)c1cccnc1,?,nt
COc1ccc(O)c(C2NC(CC(C)C)(C(=O)O)C3C(=O)N(Cc4ccccc4)C(=O)C23)c1 (stereo not given),16%,12
COc1cc(/C=C/C(=O)c2ccccc2O)cc(OC)c1OC,?,nt
O=C(CCC(=O)OCc1ccc(Cl)cc1)Nc1cccc([N+](=O)[O-])c1,2%,-26
Cc1nc(SCC(=O)c2ccc(F)cc2)c([N+](=O)[O-])[nH]1,?,nt
CN(C)S(=O)(=O)c1cc(NC(=O)c2ccc(-n3ccnc3)c([N+](=O)[O-])c2)ccc1Cl,21µM*,5.5*
CC1=C(C(=O)NCc2ccc3c(c2)OCO3)C2(CCC(C)CC2)OC1=O (stereo not given),25%,23
Cn1ccnc1Sc1cc(Cl)ccc1[N+](=O)[O-],?,nt
COn1c(=O)c(-c2ccccc2)[n+]([O-])c2ccccc21,9%,23
C/C(=N\NC(=O)c1ccc(F)cc1)c1ccc(N2CCOCC2)cc1,?,nt
O=C(NC1CC1)C1=COCCO1,-4%,12
COc1ccc(NC(=O)CCS(=O)(=O)c2cc3c(cc2Cl)NC(=O)CO3)cc1OC,i,-11
CCCCC(CC)C(=O)Nc1ccccc1C(=O)NC(C)C (stereo not given),?,nt
CC(C)c1nnc(NC(=O)CCC(=O)Nc2ccc(Cl)cc2)s1,i,-15
O=C(c1ccc(NC(=O)C2(c3ccccc3)CCCC2)cc1)N1CCOCC1,?,nt
CCOC(=O)C1=C(CCl)NC(=O)NC1c1ccc2c(c1)OCO2 (stereo not given),-12%,-12
O=C(O)CCC(=O)Nc1ccc(Oc2ncnc3cc(Cl)ccc23)nc1,-3%,11
O=C(/C=C/c1c(F)cccc1Cl)Nc1ncccn1,?,nt
CCOC(=O)N1CCN(C(=O)COC(=O)CNC(=O)c2ccc(Cl)cc2Cl)CC1,?,nt
CCOc1cc(NCCN2CCOCC2)c([N+](=O)[O-])cc1OCC,?,nt
O=C(NC1=NCCS1)[C@H](Cc1ccccc1)N1C(=O)c2ccccc2C1=O,?,nt
CC(C)OC(=O)NCCOC(=O)Nc1cccc(Cl)c1,i,20
O=C(CSc1n[nH]c(-c2ccccc2)n1)Nc1ncc(Br)cc1Br,-12%,-11

# Quoted at random: 6 compounds from above
SMILES,S3 lipid droplet,S3 lipid droplet cell count max
O=C(/C=C/c1c(F)cccc1Cl)Nc1ncccn1,?,nt
CCN(CC)S(=O)(=O)c1ccc(C(=O)Nc2nnc(-c3ccco3)o2)cc1,2%,-13
O=C(CN1C(=O)NC2(CCCC2)C1=O)Nc1cc(Cl)ccc1N1CCCC1,i,nt
Cn1ccnc1Sc1cc(Cl)ccc1[N+](=O)[O-],?,nt
O=C(N/N=C/c1ccc(N2CCCC2)c([N+](=O)[O-])c1)c1cccnc1,?,nt
COn1c(=O)c(-c2ccccc2)[n+]([O-])c2ccccc21,9%,23

# Continued.
SMILES,S3 lipid droplet,S3 lipid droplet cell count max
O=C(O)CC1=C(O)C(=O)N(c2ccccc2)C1c1ccc(Br)cc1 (stereo not given),-4%,-9
CCCCC/C=C\C/C=C\C/C=C\C/C=C\CCCC(=O)O,-9%,-30
CCn1ccnc1CN(C)C(=O)C1CCC(=O)N(CCc2cccc(F)c2)C1 (stereo not given),-9%,13
Cc1cnc(C(=O)OCC(=O)Nc2ccc(C)c(S(=O)(=O)N3CCCCCC3)c2)cn1,?,nt
Cc1ccc(C(=O)n2c(=S)nc3ccccn32)cc1,?,nt
CCC(=O)c1ccc2ncccc2c1,?,nt
Nc1nccnc1C(=O)OCC(=O)NCCc1ccc(S(N)(=O)=O)cc1,?,nt
O=C(Nc1ccc(Cl)cc1)Nc1ccc2c(c1)N1CCN=C1S2,?,nt
CCc1ccc2nc(SCC(=O)N(CC)CC)c(C#N)cc2c1,?,nt
CN(C(=O)CSc1nnc(COc2ccccc2F)n1N)C1CCS(=O)(=O)C1 (stereo not given),?,nt
CCS(=O)(=O)N1Cc2ccccc2CC1C(=O)Nc1ccc(F)cc1 (stereo not given),0%,-1
COc1ccc(C(=O)Nc2cccc3nc(C)ccc23)c(OC)c1,-28%,10
CC(C)=C1C2CCC1C(C(=O)NCCc1ccccc1)C2C(=O)O (stereo not given),5%,7
CCOC(=O)c1oc2c(c1C)/C(=N/O)CCC2,?,nt
O=C1c2ccccc2CN1CCNS(=O)(=O)c1ccc(Cl)cc1,0%,-3
CC(C)Cn1c(=O)c(C(=O)Nc2ccccc2S(N)(=O)=O)c(O)c2ccccc21,18%,nt
O=C(O)CC(CCc1ccccc1)OC1OC(CO)C(O)C(O)C1O (stereo not given),-13%,1
Cc1ccc(C(=O)NC2c3ccccc3-c3ccccc32)cc1,6%,0
NC(=O)c1cc(C(=O)Cc2ccc(Cl)cc2)c[nH]1,i,24
Cc1ccccc1CN1CCC(CNC(=O)Nc2ccc(F)cc2F)CC1,i,2
O=C(O)CSc1cc(C(=O)c2ccccc2O)cn2c(=O)c3c(-c4ccccc4)csc3nc12,?,nt
Cc1ccc2c(c1)CCCN2C(=O)c1ccco1,?,nt
CC(=O)c1cccc(NC(=O)CN2CCN(S(=O)(=O)/C=C/c3ccccc3)CC2)c1,?,nt
CNC(=S)Nc1ccc(OCc2ccccc2)cc1,?,nt
CS(=O)(=O)N1CCN(C(=O)c2ccc(-c3ccccc3)cc2)CC1,i,nt
Cc1ccc(NC(=S)NCC2CCCO2)cc1 (stereo not given),0%,-5
CCC(c1nnnn1CCc1ccccc1)N1CCN(C(=O)c2ccco2)CC1 (stereo not given),28%,1
O=C1c2cccc3c(O)ccc(c23)C(=O)N1c1ccc(Cl)cc1,?,nt
CCCC(=O)n1nc(NCc2ccc(OC)cc2)nc1NCc1ccc(OC)cc1,?,nt
O=C(COc1ccc(Br)cc1)NCc1ccccn1,?,nt
CCOC(=O)c1c(C=O)c(C)n(Cc2ccccc2Cl)c1C,i,nt
O=C1NC(c2ccc(Cl)cc2Cl)Oc2ccccc21 (stereo not given),i,-14
CC1CN(C(=O)c2cccc(S(=O)(=O)Nc3cc(Cl)ccc3Cl)c2)CC(C)O1 (stereo not given),?,nt
CCOC(=O)CNC(=O)N1CCc2ccc(NC(=O)c3ccccc3OC)cc2C1,22%,10
Cc1ccc(C)c(N(CC(=O)NC(C)(C)C)C(=O)CNC(=O)c2cccs2)c1,8%,0
NS(=O)(=O)c1ccc(CCNc2nc3c(-c4cccc(F)c4)nnn3c3ccccc23)cc1,?,nt
O=C(CN1CCCCC1)c1c[nH]c2ccccc12,?,nt
Cc1[nH]n(-c2ccc([N+](=O)[O-])cc2)c(=O)c1C=NCCc1c[nH]c2ccccc12,-16%,1
Cc1ccc(C(=O)OCC(=O)Nc2cc(S(=O)(=O)N3CCOCC3)ccc2C)cc1,?,nt
CCC(C)c1ccc(S(=O)(=O)N2CCN(C(=O)COc3ccc4c(C)cc(=O)oc4c3)CC2)cc1 (stereo not given),?,nt
Cc1ccc(C(=O)NCCCn2ccnc2)cc1[N+](=O)[O-],?,nt
CCOC(=O)Cn1c(=O)c2c(nc3n2CCCN3CCc2ccccc2)n(C)c1=O,?,nt
CC(=O)NC(=S)NNC(=O)c1ccc(Br)cc1,?,nt
CC(=O)Nc1ccc(NC(=O)c2ccccc2N(C)S(=O)(=O)c2ccccc2)cc1,?,nt
CCCCNC(=O)CCNS(=O)(=O)c1ccc(C)cc1,?,nt
O=C1c2ccccc2C(O)(Cc2ccccc2)N1CCCN1CCOCC1 (stereo not given),i,nt
CCC(C)(C)n1nnnc1C(c1cc2cc(OC)c(OC)cc2[nH]c1=O)N1CCc2ccccc21 (stereo not given),?,nt
CCOC(=O)C/C(C)=N\Nc1nc(-c2ccccc2)cs1,-3%,5
Cc1noc(C)c1C(=O)Nc1cccc2ncccc12,?,nt
COc1ccc(NC(=O)c2ccco2)cc1NC(=O)c1ccc(Br)o1,?,nt
# Next entries follow:
SMILES,S3 lipid droplet,S3 lipid droplet cell count max
COc1ccc(OC)c(C(=O)COC(=O)CNC(=O)c2ccccc2)c1,?,nt
CCc1c(C)[nH]n(-c2nc(-c3ccccc3)cs2)c1=O,?,nt
O=C(NC1C(=O)NNC1c1ccc(Cl)cc1)c1ccc(F)cc1 (stereo not given),-11%,-1
Cc1ccc(NC(=O)CN(C)CC(=O)Nc2ccccc2Oc2ccccc2)cc1,?,nt
CCN(c1ccc(NC(=O)COC(=O)c2ccc(C)c(S(=O)(=O)N3CCOCC3)c2)cc1)C(C)C,23µM*,-7.0*
O=C(O)c1cccc2c1C(=O)N(Cc1ccccc1)C2,-5%,-11
O=c1[nH]c(=O)n(-c2ccc(F)cc2)c2c1C(C(F)(F)F)(C(F)(F)F)N=C(c1ccc(F)cc1)N2,?,nt
Cc1onc(-c2c(Cl)cccc2Cl)c1C(O)c1ccc(F)cc1 (stereo not given),3%,6
CCCC(=O)Nc1c(O)c2ccccc2[nH]c1=O,-6%,2
CCCc1nnc(NC(=O)C23CC4CC(CC(C4)C2)C3)s1,i,nt
O=C(CN1CCN(c2ccccc2F)CC1)c1ccc(O)cc1O,i,-21
COc1ccc(NC(=O)C(=O)NCCN2CCN(C(=O)c3ccc(C)cc3)CC2)cc1,?,nt
O=C(CCNC(=O)c1ccccc1)NCCCc1ccccc1,?,nt
COCC(C)n1c(SCc2ccc(OC)c(F)c2)nc2ccccc2c1=O (stereo not given),0%,nt
Cc1ccccc1OCc1ccc(C(=O)N2CCOCC2)o1,?,nt
CCc1nnc(NC(=O)c2ccncc2)s1,?,nt
CCOC(=O)c1cc2cc(C)ccc2[nH]1,i,-10
Cc1cc(C)c2c(n1)SCC(=O)N2CC(=O)Nc1cc(F)ccc1F,?,nt
CN(C)c1cc(O)c(C(=S)Nc2ccccc2)c(N(C)C)c1,3%,-16
CC(CN(C)Cc1ccccc1)OC(=O)c1ccc2c(c1)OCCO2 (stereo not given),i,nt
Cc1csc(NC(=O)CCc2c(C)nc3cc(-c4cccc(F)c4)nn3c2C)n1,?,nt
COc1ccc(N2CCN(C(=O)c3ccc(S(=O)(=O)NCc4ccco4)cc3)CC2)cc1,i,-13
O=C(CN1C2=NCCN2c2ccccc21)N1CCOCC1,?,nt
CN(C1CCS(=O)(=O)C1)S(=O)(=O)c1ccc(N2CCCC2=O)cc1 (stereo not given),?,nt
O=c1[nH][nH]c(=O)c2c(NS(=O)(=O)c3ccccc3)cccc12,4%,16
O=C(CCc1nnc(CCCCc2ccccc2)o1)NCc1cc(F)ccc1F,?,nt
Cc1cc(C)c(S(=O)(=O)O)c(C)n1,1%,-6
CCCCCCCNC(=O)C1(CC2CC(c3cccc(Br)c3)=NO2)CCN(C(=O)c2cc(OCC)c(OCC)c(OCC)c2)CC1 (stereo not given),-9%,-11
CCOC(=O)N1CCN(c2cc(=O)n(-c3ccccc3C)c(=O)[nH]2)CC1,?,nt
CC(C)CNC(=O)c1ccc(Cl)c(NC(=O)COc2ccccc2)c1,?,nt
O=C(NN1C(=O)C2C(c3ccccc3)C=CC(c3ccccc3)C2C1=O)c1cccc(Br)c1 (stereo not given),-9%,-1

# Filtered by structure, the compounds so far with a thiophene ring, fused or not (4)
SMILES,S3 lipid droplet,S3 lipid droplet cell count max
CC1CCc2c(sc3ncnc(N4CCOCC4)c23)C1 (stereo not given),?,nt
O=C(Cn1nnc(-c2cccs2)n1)NCc1ccccc1,0%,-10
O=C(O)CSc1cc(C(=O)c2ccccc2O)cn2c(=O)c3c(-c4ccccc4)csc3nc12,?,nt
Cc1ccc(C)c(N(CC(=O)NC(C)(C)C)C(=O)CNC(=O)c2cccs2)c1,8%,0
